DAX1 inh-1: DAX1 (NR0B1) inhibitors, primary screen, cell-based, HEK293, Gal4-DAX1, luciferase luminescence; hit rate 0.99% among 340,000; Nuclear receptor subfamily 0 group B member 1 (Homo sapiens), P51843; inhibition, % at 6.75 µM; HEK293 Gal4-DAX1 luciferase reporter; AID 504766, 2011;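 active means inhibition above the mean over all tested compounds plus 3 SD, cut at about 4.2% in these data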;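 further: 0% = DAX1-transfected cells with DMSO and 100% = empty-vector control cells with DMSO; inhibition shows as a rise in luminescence from relieved DAX1 repression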
Target sequence (P51843 207-470 limits assumed): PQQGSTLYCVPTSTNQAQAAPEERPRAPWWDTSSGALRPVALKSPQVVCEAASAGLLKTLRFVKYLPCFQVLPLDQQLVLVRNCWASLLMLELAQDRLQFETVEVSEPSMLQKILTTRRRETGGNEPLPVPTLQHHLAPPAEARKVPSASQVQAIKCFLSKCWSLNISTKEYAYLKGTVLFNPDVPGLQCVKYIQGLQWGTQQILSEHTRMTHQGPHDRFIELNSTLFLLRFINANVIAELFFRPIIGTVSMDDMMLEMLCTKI
DAX1 inh-2: DAX1 (NR0B1) inhibitors on StAR promoter, primary screen, cell-based, luminescence, SF-1 (NR5A1), full-length DAX-1; HEK293T StAR-luciferase reporter, SF-1/DAX-1 repression relief; inhibition, % at 6.8 µM; hit rate 1.1% among 370,000; AID 652010, 2013;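 active means inhibition above the mean over all tested compounds plus 3 SD, cut at about 3.6% in these data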;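 further: 0% = DAX-1 cells with DMSO and 100% = cells lacking DAX-1 with DMSO; higher inhibition means more luminescence from relief of DAX-1 repression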
SMARCA2 act: SMARCA2 (BRM) function activators, primary screen, cell-based, luminescence, high throughput | MG213 cells, MMTV-luciferase reporter, dexamethasone, overnight | activation, % at 9.1 µM | hit rate 1% among 370,000; in the data active means activation above about 7.8%;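 further: 0% = vehicle wells and 100% = reference activator wells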
FXN GAA850 act: FXN promoter activators, primary screen, cell-based, luciferase luminescence, HEK293 lucGAA850. HEK293 lucGAA850 FXN promoter luciferase reporter, 24 h; percent of 10 µM SAHA response. activation, % at 6 µM. hit rate 0.56% among 360,000;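 active means activation above the average of all compounds screened plus 3 SD, cutoff fixed separately per campaign, cut at about 7.5% in these data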;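 further: 0% = DMSO wells and 100% = 10 µM SAHA wells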
ssDAF-12 act: S. stercoralis DAF-12 nuclear receptor activators, primary screen, cell-based, luminescence, HEK293, GRIP1 co-expression, lit1-tk-luc. activation, % at 6.8 µM. hit rate 1% among 370,000. Nuclear hormone receptor DAF-12 (Strongyloides stercoralis). HEK293 ssDAF-12/GRIP1 lit1-tk-luc reporter; % of 3 µM dafachronic acid response. AID 652126, 2013;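 active means activation above the mean over all tested compounds plus 3 SD, cut at about 0.9% in these data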;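 further: 0% = DMSO-only wells and 100% = 3 µM delta7-dafachronic acid wells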
proKLK7 act: proKLK7 zymogen activators, primary screen, biochemical, fluorescence intensity. hit rate 0.9% among 370,000. purified proKLK7, EDANS-DABCYL substrate fluorescence; 100% is mature enzyme control, 0% vehicle. Kallikrein-7 (Homo sapiens), P49862. activation, % at 7 µM;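 active means activation above the mean of all tested compounds plus 3 SD, computed per campaign excluding outliers beyond control limits, cut at about 13% in these data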
Target sequence (P49862 whole entry, looked up): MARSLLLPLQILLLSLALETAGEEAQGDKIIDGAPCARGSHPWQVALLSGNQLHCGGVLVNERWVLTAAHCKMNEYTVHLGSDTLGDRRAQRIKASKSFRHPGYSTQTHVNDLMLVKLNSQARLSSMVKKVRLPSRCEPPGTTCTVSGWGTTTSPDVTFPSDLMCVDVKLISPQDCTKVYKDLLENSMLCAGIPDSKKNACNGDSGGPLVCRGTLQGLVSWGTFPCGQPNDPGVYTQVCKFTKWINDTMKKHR
hgDAF12 agonist: H. glycines DAF-12 receptor agonists, primary screen, cell-based, luminescence, HEK293, GAL4 fusion, UAS-luciferase; Nuclear hormone receptor DAF-12 (Heterodera glycines), GAL4 fusion; HEK293 GAL4-hgDAF12 UAS-luciferase reporter, agonist luminescence; normalized to butyrate control; activation, % at 6.8 µM; hit rate 1.8% among 370,000; AID 687014, 2013;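 active means activation above a cutoff set at the mean of all screened compounds plus 3 SD, cut at about 10% in these data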;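 further: 0% = DMSO wells and 100% = sodium butyrate wells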
hcDAF-12 act: H. contortus DAF-12 nuclear receptor activators, primary screen, cell-based, luminescence, HEK293, lit1-tk-luc reporter | HEK293 hcDAF-12 lit1-tk-luc reporter; 0% DMSO, 100% Δ7-dafachronic acid | activation, % at 6.8 µM | hit rate 1.4% among 370,000;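 active means activation above the mean of all tested compounds plus 3 SD, cut at about 5.5% in these data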;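 further: 100% = response to 3 µM Δ7-dafachronic acid high control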
GC-B act: human GC-B receptor activators, primary screen, HEK293 GC-B cells, cGMP TR-FRET, EC30 CNP. Atrial natriuretic peptide receptor 2 (Homo sapiens), P20594. 0% at EC30 CNP, 100% saturating CNP. activation, % at 10 µM. hit rate 0.11% among 370,000;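 active means activation at 10 µM reaching about 35% in either raw or pattern-adjusted values, limit read from the data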
NPR1 activator: GC-A stimulated cGMP production enhancers – HEK293 GC-A cells, cGMP TR-FRET, EC30 ANP, primary screen; Atrial natriuretic peptide receptor 1 (Homo sapiens), P16066; 0% at EC30 ANP, 100% saturating ANP; activation, % at 10 µM; hit rate 0.14% among 370,000; AID 1671463, 2021; in the data active means activation above about 40%
sPLA2-III inh: human group III sPLA2 inhibitors, primary screen, biochemical, QFRET, BODIPY PC-A2 liposome substrate | QFRET BODIPY PC-A2 liposome hydrolysis, fluorescence | hit rate 0.56% among 370,000 | inhibition, % at 12.2 µM | Group 3 secretory phospholipase A2 (Homo sapiens), Q9NZ20;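 active means inhibition above mean plus 3 SD of compounds lying within the high and low control bounds, cut at about 19% in these data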;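 further: 0% = median of test compound wells and 100% = no enzyme DMSO wells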
Target sequence (Q9NZ20 whole entry, looked up): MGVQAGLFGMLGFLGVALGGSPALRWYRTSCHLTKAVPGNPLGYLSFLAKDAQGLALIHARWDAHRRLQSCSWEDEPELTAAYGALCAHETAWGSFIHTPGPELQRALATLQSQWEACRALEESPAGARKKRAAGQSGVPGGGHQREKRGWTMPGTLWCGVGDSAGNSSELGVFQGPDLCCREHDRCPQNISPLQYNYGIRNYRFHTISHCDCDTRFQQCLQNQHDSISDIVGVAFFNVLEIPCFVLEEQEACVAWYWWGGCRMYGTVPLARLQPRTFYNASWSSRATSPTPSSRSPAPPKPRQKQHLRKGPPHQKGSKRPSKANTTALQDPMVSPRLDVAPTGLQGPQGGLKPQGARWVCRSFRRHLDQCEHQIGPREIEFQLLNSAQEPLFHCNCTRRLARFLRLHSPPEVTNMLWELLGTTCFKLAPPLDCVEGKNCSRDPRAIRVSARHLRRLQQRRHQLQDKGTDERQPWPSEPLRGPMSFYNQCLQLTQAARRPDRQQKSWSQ
Numbers without * were called inactive; . = not tested or not shown. No enrichment for hits; overall some 6.7% were active at least once.

SMILES	DAX1 inh-1	DAX1 inh-2	SMARCA2 act	FXN GAA850 act	ssDAF-12 act	proKLK7 act	hgDAF12 agonist	hcDAF-12 act	GC-B act	NPR1 activator	sPLA2-III inh
CCCCN(C)C(=O)c1nc2ccccn2c1CN1CCSCC1	0.1	-0.2	1	1.8	-0.7	0.6	2.0	0.2	-3	-4	-2
CC1(OC(=O)C2CCCC2)C(=O)C=C2C=C(c3ccsc3)N(Cc3ccccc3)C=C2C1=O (configuration not stated)	0.0	0.1	0	-0.5	-0.7	0.6	-0.2	1.4	4	-2	0
COC(=O)[C@@]1(Cc2ccccc2)[C@H]2C(=O)N(Cc3ccccc3)C(=O)[C@H]2[C@H]2CN=C(SCc3ccccc3)N21	-1.0	1.5	-6	4.1	-1.1	0.1	-1.6	-1.2	-1	1	4
CNC(=O)c1c(NC(=O)c2cccc(N3C(=O)CCC3=O)c2)sc2c1CCCC2	0.3	1.1	-3	2.0	-0.8	0.8	1.1	-0.4	11	15	17
COc1ccc(CCNC(=O)CN(c2ccc(C)cc2)S(=O)(=O)c2c(C)noc2C)cc1OC	2.0	-0.1	-2	-2.3	-1.0	0.4	-0.2	-1.3	0	0	-5
O=[N+]([O-])c1cccc2c(S(=O)(=O)N3CCOCC3)cccc12	-1.2	-0.6	-2	0.3	-1.8	-0.4	-1.5	-0.4	-2	-2	3
CCNC(=O)C1CC(=O)N(c2ccc(Br)cc2)C1 (configuration not stated)	0.5	-0.1	-2	1.9	-1.3	0.1	-1.1	-0.8	3	7	5
CN(C)C(CNC(=O)c1ccc(S(=O)(=O)Nc2cccc(C(F)(F)F)c2)cc1)c1ccco1 (configuration not stated)	-1.0	1.5	0	-1.2	-1.0	-0.6	-1.6	-0.9	0	0	-8
CCN(CC)S(=O)(=O)c1ccc(O)c(NS(=O)(=O)c2ccccc2F)c1	0.3	0.3	-2	0.3	-0.6	-1.0	-0.8	1.1	5	0	-6
CCCOc1ccc(S(=O)(=O)NCCCN2CCOCC2)c2ccccc12	0.4	-0.4	0	-0.6	-1.0	0.1	-1.8	-0.5	-2	-4	-13
Clc1ccc(SCc2cn3ccccc3n2)cc1	1.6	1.2	7	3.2	-0.8	-1.1	12*	2.0	-5	1	-5
CN(c1ccccc1C(=O)Nc1ccccc1C(=O)NCc1ccco1)S(C)(=O)=O	0.5	-0.5	-2	1.6	-1.9	0.5	-0.8	-1.6	4	1	1
O=C(COC(=O)c1cccs1)Nc1cc(S(=O)(=O)N2CCOCC2)ccc1Cl	-0.7	-0.6	-2	3.8	-1.5	-0.2	-0.7	-0.5	-1	-4	0
Cc1ccc(S(=O)(=O)CCC(=O)Nc2nc(-c3ccncc3)cs2)cc1	-0.1	-1.7	-2	-1.6	-1.3	0.0	-2.0	-2.4	0	1	2
COc1ccc(C(=O)Nc2ccc3c(c2)nc(CN2CCN(C(C)=O)CC2)n3C)cc1	-0.4	0.0	-1	1.1	-1.4	-0.1	-1.2	-1.2	-2	0	3
O=C(c1ccc2c(c1)OCO2)c1ccc[nH]1	1.9	0.5	-3	-0.6	-0.8	-0.2	1.8	0.3	-1	3	12
Cc1cc(C(=O)N2CCCC(C(=O)c3ccc(Oc4ccccc4)cc3)C2)n[nH]1 (configuration not stated)	-0.6	-4.6	-2	-3.4	-1.6	0.0	-2.2	-3.6	-11	2	-11
Cc1cc(/C=N/n2cnnc2)c(C)n1-c1ccc(Cl)cc1	-0.1	-0.9	-5	4.9	-0.4	0.7	-3.8	-1.9	-6	-8	17
CC1CC(C)CN(C(=O)C2CCCN(S(=O)(=O)c3cccc4nonc34)C2)C1 (configuration not stated)	-0.5	-0.7	-1	-1.1	-1.4	-0.4	1.2	-1.9	7	-3	8
CCC(C)NC(=O)C1CCN(S(=O)(=O)c2ccc(OC)cc2)CC1 (configuration not stated)	0.2	-0.8	-2	-2.6	-1.7	0.5	3.5	-1.1	-1	3	-3
CC(=O)c1ccc2noc(-c3ccc(C)cc3)c2c1	-0.6	0.3	2	2.2	-1.2	1.6	3.5	0.0	-6	-2	-1
O=C(COC(=O)/C=C/c1cccc(F)c1)Nc1ccc(Cl)cn1	-0.9	-1.6	-1	1.4	-1.3	0.8	-1.3	-1.4	-2	0	4
CCCc1nnc(NC(=O)CCC(=O)N2CCN(c3nc(C)cc(C)n3)CC2)s1	1.1	-0.4	0	-1.4	-0.6	-0.3	-1.3	0.2	-2	-2	-4
Cc1onc(-c2c(F)cccc2Cl)c1C(=O)NC1CCCCCC1	-0.9	-0.1	2	0.5	-1.3	-0.1	-1.2	-1.9	2	-1	4
O=C(OCc1cn([C@@H]2CN(Cc3cccs3)[C@@H](c3ccc(Cl)cc3)C[C@H]2O)nn1)c1ccccc1	1.0	-0.8	-1	1.6	-1.0	0.1	-1.0	0.6	-9	0	-3
Cc1c(C(=O)NCc2cccc([N+](=O)[O-])c2)sc(=O)n1Cc1cccc(F)c1	.	-1.5	-2	-0.3	-1.4	0.4	2.2	-1.4	-5	-4	-4
C[C@@H]1CN([C@@H](C)CO)C(=O)CCCn2nncc2CO[C@H]1CN(C)Cc1ccc2c(c1)OCCO2	1.4	0.0	-2	-1.3	-1.2	0.3	3.5	-1.5	6	4	4
CC1c2cc3c(cc2CCN1CC(=O)Nc1ccccc1)OCCCO3 (configuration not stated)	-1.4	-2.7	0	1.3	-1.6	0.5	-2.2	-2.3	-3	-1	-4
O=C(OCc1ccc(COC(=O)c2cccnc2Cl)cc1)c1cccnc1Cl	-0.6	-0.8	-1	2.7	-0.2	0.0	4.0	-0.5	7	2	1
Cc1csc(NC(=O)c2ccc(C)c(S(=O)(=O)N3CCOCC3)c2)n1	.	0.2	-3	.	-1.6	0.0	0.6	0.6	15	10	-7

Two compounds from above, reduced to GC-B act and ssDAF-12 act.
Structure	GC-B act	ssDAF-12 act
CCCOc1ccc(S(=O)(=O)NCCCN2CCOCC2)c2ccccc12	-2	-1.0
C[C@@H]1CN([C@@H](C)CO)C(=O)CCCn2nncc2CO[C@H]1CN(C)Cc1ccc2c(c1)OCCO2	6	-1.2

More results:
SMILES	DAX1 inh-1	DAX1 inh-2	SMARCA2 act	FXN GAA850 act	ssDAF-12 act	proKLK7 act	hgDAF12 agonist	hcDAF-12 act	GC-B act	NPR1 activator	sPLA2-III inh
O=C(CSc1ncc(C(F)(F)F)cc1Cl)N1CCN(S(=O)(=O)c2ccccc2)CC1	0.9	0.2	1	-0.7	-1.4	-0.5	0.0	-0.1	-11	-2	-9
COc1ccc(N(C(C)C(=O)N/N=C/c2ccc(OCC(C)C)cc2)S(C)(=O)=O)cc1 (configuration not stated)	0.5	0.1	-3	1.5	-1.0	0.3	-1.4	-0.8	3	-2	0
CCCCN(CCCC)Cc1ccc(C(=O)NNC(=O)Nc2ccccc2)o1	2.2	0.5	-3	0.6	-1.4	0.4	0.0	0.3	-3	0	0
Cc1cccc(NC(=O)c2cc([N+](=O)[O-])ccc2NC2CCCCC2)c1	-2.1	0.9	-1	2.9	-0.2	0.9	-0.6	-0.5	6	4	-1
Cc1noc(C)c1S(=O)(=O)N(CC(=O)Nc1ccc2c(c1)OCO2)c1ccc(C(C)C)cc1	3.0	-0.2	0	2.2	-0.1	0.1	0.0	0.8	-10	-3	4
CC1CC(C)CN(C(=O)c2ccc3c(c2)OCCO3)C1 (configuration not stated)	-0.9	-0.1	-3	-0.2	-1.1	-0.1	-1.1	-0.7	5	2	7
O=C(c1ccccc1)N1CCN(C(=O)c2cc3ccccc3oc2=O)CC1	0.4	0.1	-1	-0.8	-1.1	0.0	0.5	-0.9	3	4	1
CSc1ccc(N/N=C(/C#N)S(=O)(=O)C(C)(C)C)cc1	.	0.0	0	0.1	-1.2	0.1	-1.5	-1.9	4	1	-14
Cc1ccc(-c2nc3cccnc3s2)cc1NC(=O)c1ccco1	0.7	1.7	3	2.4	0.5	-0.3	8.9	13*	-1	1	1
CN1CCN(S(=O)(=O)c2cccc(C(=O)NC3(C)CCS(=O)(=O)C3)c2)CC1 (configuration not stated)	0.2	2.1	-2	-1.3	-0.9	-0.8	-0.1	-0.7	1	-1	14
O/N=C1\CC(O)Cc2nonc21 (configuration not stated)	-0.3	-0.2	-3	1.1	-0.6	-0.4	-0.7	-0.3	1	3	6
O=C(COc1ccc([N+](=O)[O-])cc1)Nc1ccc(N2CCCC2)cc1	0.8	0.4	1	-0.6	-0.1	0.2	-1.1	1.8	0	-1	12
O=C1N/C(=C/c2cccn2-c2ccccc2)C(=O)N1Cc1ccccc1F	-0.6	-0.1	-2	1.1	-0.8	0.3	-4.2	1.8	-6	-3	7
COc1ccc(S(=O)(=O)Nc2ccc3c(c2)OCO3)cc1Cl	-0.5	-0.2	2	-0.2	-0.9	0.1	0.4	-2.2	-2	-5	-8
Cc1cc(NC(=O)C2C3C(=O)N(Cc4ccc(Cl)cc4)C(C(=O)NC(C)(C)C)C34C=CC2(C)O4)no1 (configuration not stated)	3.9	0.5	1	1.6	-1.2	0.6	0.1	-1.7	4	1	7
CCOc1ccc(Cn2nnc(-c3ccc(S(C)(=O)=O)cc3)n2)cc1OCC	0.2	-1.2	-2	2.7	-0.9	0.0	2.0	-1.2	-5	4	1
CCCN1CCN(c2ncnc3c2nnn3Cc2ccccc2)CC1	1.2	-0.4	-3	-0.5	-1.2	-0.2	1.6	1.3	3	2	0
CC(C)(C)c1csc(NC(=O)Cn2c(=O)oc3ccccc32)n1	1.6	0.7	2	0.3	-1.4	-0.4	-0.3	-1.1	-4	4	-1
COc1ccc(/C=C2/NC(=O)N(CC(=O)Nc3cccc(C)c3)C2=O)cc1O	0.0	-0.5	3	0.0	-1.0	0.7	-0.1	-0.5	-3	-2	-21
C[C@H](CO)N1C[C@H](C)[C@@H](CN(C)Cc2ccc3c(c2)OCO3)Oc2c(NC(=O)C3CCCCC3)cccc2C1=O	2.0	-0.2	-2	-4.8	-0.9	0.2	2.2	-0.4	-3	-2	-27
Cc1ccc(N(CC(=O)NC2CCCC2)C(=O)Cn2nnc(-c3ccccc3F)n2)cc1	-0.8	-0.7	-2	0.7	-1.6	-0.3	-1.4	-1.2	-2	5	3
COc1cc(S(=O)(=O)NCC2(N3CCCCC3)CCCCC2)ccc1NC(C)=O	-0.4	-0.3	0	2.2	-0.8	-0.3	2.2	-1.1	4	3	9
